CHRM1 PAM: positive allosteric modulators of human M1 muscarinic receptor; P11229; CHO-K1 hM1, Fluo-8 calcium fluorescence, ACh EC20; 0% = ACh EC20, 100% = maximal ACh; 360,000 compounds, 0.088% hits; AID 588819; activation, % at 3 µM; in the data active means activation above about 19%, passing the limit was not always enough
Target sequence (P11229 whole entry, looked up): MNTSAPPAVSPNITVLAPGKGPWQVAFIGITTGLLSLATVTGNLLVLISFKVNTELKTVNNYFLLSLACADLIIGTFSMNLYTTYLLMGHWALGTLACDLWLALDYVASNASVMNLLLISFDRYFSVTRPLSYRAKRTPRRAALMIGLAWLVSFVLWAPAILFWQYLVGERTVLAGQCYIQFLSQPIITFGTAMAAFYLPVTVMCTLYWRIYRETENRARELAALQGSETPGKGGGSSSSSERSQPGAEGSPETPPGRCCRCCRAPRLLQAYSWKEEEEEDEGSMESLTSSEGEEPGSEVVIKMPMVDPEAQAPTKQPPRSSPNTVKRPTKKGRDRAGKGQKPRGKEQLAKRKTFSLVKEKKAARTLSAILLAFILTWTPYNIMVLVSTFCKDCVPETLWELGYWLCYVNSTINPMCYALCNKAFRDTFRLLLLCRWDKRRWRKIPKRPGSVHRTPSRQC
CRFR2-BP ag: agonists of human CRF-binding protein/CRF-R2 receptor complex; HEK293 CRF-R2/CRF-BP, calcium dye fluorescence (FLIPR); percent of saturating CRF peptide response; 350,000 compounds, 0.46% hits; activation, % at 13.2 µM; AID 588473;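 active means activation of at least 50%, plus an integration ratio under a set limit after plate pattern correction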;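 further: plate controls were neutral control wells without compound for no effect and CRF at EC100 for full effect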
M5 antag: CHRM5 antagonism in calcium assay; P08912; CHO-hM5 cells, Fluo-8 calcium fluorescence, ACh EC80; inhibition, % at 3 µM; 360,000 compounds, 0.59% hits;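 active means inhibition above a per-plate cutoff, the mean of that plate's test compounds plus 3 SD, cut at about 27% in these data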;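 further: 0% = acetylcholine EC80 with DMSO and 100% = DMSO without agonist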
CHRM4 PAM: potentiates acetylcholine response at human M4 receptor; activation, % at 3 µM; P08173; CHO-K1 hM4/Gqi5, Fluo-8 calcium fluorescence, ACh EC20; 0% = ACh EC20, 100% = maximal ACh; 360,000 compounds, 0.4% hits; AID 624126;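 active means activation above its plate's cutoff, the mean activation of sample wells plus 3 SD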; further: some results filed as inactive read as strong as hits
Target sequence (P08173 whole entry, looked up): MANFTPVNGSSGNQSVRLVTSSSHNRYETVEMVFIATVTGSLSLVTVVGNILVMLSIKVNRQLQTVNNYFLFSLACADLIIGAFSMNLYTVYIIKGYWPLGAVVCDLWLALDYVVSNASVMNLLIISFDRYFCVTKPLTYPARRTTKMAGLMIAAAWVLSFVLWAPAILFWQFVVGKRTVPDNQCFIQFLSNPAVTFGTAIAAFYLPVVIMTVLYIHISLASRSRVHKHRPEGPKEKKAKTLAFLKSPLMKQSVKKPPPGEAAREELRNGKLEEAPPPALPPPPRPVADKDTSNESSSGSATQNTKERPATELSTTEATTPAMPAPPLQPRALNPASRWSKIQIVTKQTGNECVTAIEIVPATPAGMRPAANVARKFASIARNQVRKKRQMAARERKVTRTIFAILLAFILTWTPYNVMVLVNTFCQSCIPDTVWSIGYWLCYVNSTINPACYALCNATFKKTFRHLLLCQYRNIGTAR
CRFBP-R2 block: blocks CRF-induced signaling of the CRF-BP/CRF-R2 complex | AID 588475 | 350,000 compounds, 0.59% hits | inhibition, % at 11.8 µM | HEK293 CRF-R2/CRF-BP, CRF-induced calcium fluorescence;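 active means inhibition of the ligand-induced calcium signal above about 50% at the single tested concentration, limit read from the data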
M5 ag: CHRM5 agonism in calcium assay | P08912 | CHO-K1 hM5 cells, Fluo-8 calcium fluorescence; 0% DMSO wells, 100% maximal acetylcholine response | activation, % at 3 µM | 360,000 compounds, 0.19% hits;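 active means activation above the run's mean over test compounds plus 3 SD, cut at about 23% in these data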;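 further: signal is peak over basal fluorescence ratio across the kinetic read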
CHRM5 PAM: potentiates acetylcholine response at human M5 receptor; AID 624038; P08912; activation, % at 3 µM; CHO-K1 hM5, Fluo-8 calcium, ACh EC20 PAM; 0% = ACh EC20, 100% = ACh EC100; 360,000 compounds, 0.3% hits;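 active means activation above the run cutoff, the mean activation of all test compounds plus 3 SD, cut at about 18% in these data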
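Probe or stimulus: acetylcholine, EC20 level; Assay system: human M5 receptor in CHO-K1 cells; Schedule: compound preincubation 140 s before EC20 acetylcholine addition; Technique: intracellular calcium via Fluo-8 fluorescence; Dosing: single-point, 3 µM nominal; Read-out basis: percent activation from peak-over-basal fluorescence ratio, scaled EC20-to-EC100 acetylcholine; Repeats: one well per compound, no replicates.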
M4 ag: agonists of human muscarinic M4 receptor (CHRM4); P08173; CHO-K1 hM4/Gqi5, Fluo-8 calcium fluorescence; vehicle 0%, full acetylcholine response 100%; activation, % at 3 µM; 360,000 compounds, 0.14% hits;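 active means activation above the run mean over all test wells plus 3 SD, cut at about 32% in these data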;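 further: peak over basal fluorescence ratio per well then scaled between controls; 0% = DMSO wells and 100% = acetylcholine at EC100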
CHRM4 antagonist: antagonists of human muscarinic M4 receptor (CHRM4) | P08173 | CHO-hM4 cells, ACh EC80, Fluo-8 calcium fluorescence | inhibition, % at 3 µM | 360,000 compounds, 0.73% hits;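 active means inhibition above its plate's cutoff, the mean inhibition of sample wells plus 3 SD, cut at about 27% in these data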;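 further: 0% = acetylcholine EC80 with DMSO and 100% = DMSO without agonist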
* marks the source's active call; other numbers are inactive results; . = not tested or not shown.

molecule | M5 ag | CRFR2-BP ag | CRFBP-R2 block | M4 ag | CHRM4 antagonist | CHRM4 PAM | CHRM5 PAM | M5 antag | CHRM1 PAM
C/C(=N\NC(=O)c1cccs1)c1ccc(C(=O)O)s1 | -2 | -1.7 | 13 | 0 | 1 | 3 | -8 | 6 | 2
NC(=O)C1CCN(C(=O)c2cc(-c3ccc(Cl)cc3)nc3ccccc23)CC1 | 7 | -0.5 | -1 | 18 | -4 | -6 | -6 | 13 | -6
O=C(CN1CCSCC1)N/N=C/c1cccc(Cl)c1 | -3 | 1.7 | 14 | 1 | -1 | 5 | -3 | -4 | 5
CC1CCC(NS(=O)(=O)c2ccc(Cl)s2)CC1 (configuration not stated) | -7 | -1.5 | -3 | -1 | 9 | -11 | -5 | 0 | -4
O=C(NCCc1ccccc1)C1CCCN(S(=O)(=O)c2cccc3nonc23)C1 (configuration not stated) | -4 | -0.5 | -13 | 0 | -10 | 1 | 9 | -3 | 1
Cc1cccc(-n2nnc3cnn(C)c3c2=O)c1 | -1 | -1.4 | -1 | 0 | 9 | 6 | -1 | 2 | -1
COc1ccc(CCNC(=O)CCCn2c(=O)[nH]c3cc(OC)c(OC)cc3c2=O)cc1OC | -1 | -0.7 | 5 | 1 | -5 | 11 | 2 | -2 | 10
C/C(=N\NC1=NCCN1)c1ccc(N)c([N+](=O)[O-])c1 | -5 | -1.9 | 0 | 0 | -5 | 12 | 3 | 8 | 14
CCOc1ccc(N(CC(=O)Nc2ccccc2OC)S(=O)(=O)c2ccccc2)cc1 | -5 | 1.2 | 3 | -1 | -12 | 2 | -1 | -2 | 11
COc1cc(/C=N/NC(=O)C23CC4CC(CC(C4)C2)C3)cc(Br)c1O | 0 | -1.2 | -5 | -1 | 13 | 2 | 1 | 2 | -5
Cc1c(Cc2ccccc2)c(=O)oc2cc(OCC(N)=O)ccc12 | 1 | -4.3 | 10 | 1 | -5 | 8 | -3 | 0 | 3
CCNC(=S)N1CCN(S(=O)(=O)c2ccc(Cl)s2)CC1 | 4 | 3.4 | 1 | 5 | -1 | 8 | -9 | 4 | 10
O=C1/C(=C/c2ccc(F)c(F)c2)CSc2sccc21 | -7 | -3.5 | 32 | -1 | -4 | 37* | 0 | -5 | 4
COC(=O)c1ccc(NS(=O)(=O)c2ccccc2)o1 | 0 | -0.7 | -2 | 0 | -1 | 1 | -1 | -1 | 8
CCn1c(SCc2ccc(C(=O)O)cc2)nnc1-c1ccc(Cl)cc1 | 0 | 0.6 | 4 | 0 | -3 | -2 | -5 | 10 | 8
N#C/C(=C\c1ccc(F)c(F)c1)C(=O)NC1CCCCC1 | 0 | 0.8 | -138 | 1 | -2 | 5 | -2 | 9 | 12
Cc1cccnc1NC(=O)c1cccc(NC(=O)CC2SC(N3CCCCC3)=NC2=O)c1 (configuration not stated) | 5 | 2.9 | 3 | 0 | 2 | 7 | 4 | -4 | 9
CCC1(C)Cc2c(sc3c2c(=O)n(C)c2nnc(SCCc4ccccc4)n32)CO1 (configuration not stated) | -1 | -0.8 | -23 | 1 | 1 | 0 | 0 | -3 | 4
Cc1ccc(S(=O)(=O)NC(=O)C2(C)CCN2C(=O)c2c(C)noc2C)cc1 (configuration not stated) | 0 | . | . | 1 | -13 | 4 | 2 | 0 | 7
C[C@@H]1Cn2cnc(C(=O)Nc3cccc(Cl)c3)c2C(=O)N1 | 0 | 0.0 | -11 | 1 | -5 | 1 | 1 | 3 | 2
Cc1ccc(S(=O)(=O)Nc2cccc3c2O[C@@H](CN(C)C(=O)Nc2ccc4c(c2)OCO4)[C@H](C)CN([C@@H](C)CO)C3=O)cc1 | -1 | 5.5 | -12 | 2 | 11 | -5 | -2 | 9 | -2
CS(=O)(=O)N(CC(=O)N1CCCC1)c1cc(C(F)(F)F)ccc1Cl | -4 | 1.6 | -4 | 2 | 2 | 1 | 0 | 11 | 6
COc1ccc(CC(=O)Oc2ccc(Cl)cc2Br)cc1S(=O)(=O)N1CCOCC1 | 0 | -1.6 | 19 | 2 | 7 | -4 | -4 | 7 | 2
CCN(CC)CCCNC(=O)c1ccc(CS(=O)(=O)c2ccccc2OC)o1 | -6 | 3.3 | -14 | 1 | -14 | 8 | 10 | -2 | 11
O=C(C[C@@H]1C/C=C\CCC(=O)OC[C@@H]2CCCN2C1=O)N[C@H](CO)Cc1ccccc1 | 2 | -2.4 | 5 | 4 | -11 | 22 | 10 | -11 | 7
N=c1ccn(Cc2c(Cl)cccc2Cl)cc1 | -14 | -0.4 | -3 | 0 | 7 | -12 | -2 | 9 | 3
CCOC(=O)C1(Cc2ccccc2C(F)(F)F)CCN(CCCn2cccn2)CC1 | -17 | 0.0 | -4 | 2 | 4 | -12 | -10 | 10 | -5
O=C(OCC1CCNCC1)c1ccc2c(c1)OCO2 | -6 | 0.3 | 7 | -1 | 2 | -7 | 1 | 15 | 2
CCS(=O)(=O)c1ccc(C(=O)Nc2ccccc2OC)c(Cl)c1Cl | 4 | -0.8 | 20 | 6 | -14 | 13 | 4 | 6 | 3
Cc1c(Cl)cccc1NC(=O)CC1NCCNC1=O (configuration not stated) | -6 | -1.1 | -3 | 1 | 1 | 0 | 6 | 2 | 4
COc1ccc(-c2nnc(N(C)C(=O)C3CCOC3)s2)cc1 (configuration not stated) | 0 | 1.2 | 6 | 1 | -3 | 2 | 0 | 1 | 3
CCOC(=O)C1=C(C(F)(F)F)Nc2ncnn2C1c1ccc(OC)c(OC)c1OC (configuration not stated) | -3 | 2.1 | 15 | 1 | -7 | 2 | -2 | 1 | 8
Cc1ccc(CSc2nnc(Cn3c(=O)sc4ccccc43)n2C)cc1 | -1 | -1.0 | -8 | 2 | -2 | -1 | -2 | 1 | 2
Cc1ccc(S(=O)(=O)N2CCCCC2C(=O)N2CCN(C)CC2)cc1 (configuration not stated) | -1 | -1.6 | 43 | 1 | 0 | 2 | -2 | -3 | -2
COc1ccc(N2CCN(C(c3nnnn3CCc3ccccc3)C(C)C)CC2)cc1 (configuration not stated) | -5 | -0.5 | 0 | 1 | -1 | 2 | 4 | -4 | -3
CC(C)N(CC#CCC1(O)c2ccccc2-c2ccccc21)CCO | -8 | 0.4 | -5 | 3 | 0 | -3 | -9 | -1 | -5
O=C(Cc1ccccc1)Nc1c(C(=O)N2CCCCCC2)cnn1-c1ccccc1 | -1 | -1.9 | 4 | 2 | 2 | 2 | 10 | -3 | 8
COc1cccc(CNC(=O)CN(c2ccc(C(C)C)cc2)S(=O)(=O)c2c(C)noc2C)c1 | -4 | 1.6 | 110* | 1 | -7 | -3 | 5 | -3 | 6
Cc1cc(OCC(=O)OCC(=O)NC2CCCCC2C)ccc1Cl (configuration not stated) | 3 | 0.2 | -2 | 1 | 4 | 0 | 1 | 6 | 6
O=C(CSc1nc2c(c(=O)n1-c1ccc(Cl)cc1)SCC2)N1CCOCC1 | 2 | -0.2 | -1 | -2 | -14 | 8 | 3 | 2 | 13
CCn1c(=O)[nH]c2cc(C(=O)Nc3cc(C)cc(C)c3)ccc2c1=O | 0 | -1.5 | 20 | 1 | -5 | 5 | 1 | 7 | -3
Cc1ccc2c(c1)N(CC(=O)N(Cc1ccc3c(c1)OCO3)CC1CCCO1)C(=O)C(C)O2 (configuration not stated) | -2 | -1.4 | -5 | 9 | -3 | -9 | -13 | 8 | -4
COc1ccc(OC)c(/C=N/NC(=O)c2c(C)nc3ccc(C)cn23)c1 | -6 | -2.7 | -19 | 1 | 1 | 7 | -2 | 4 | 11
Cc1csc(NC(=O)C2CCN(S(=O)(=O)c3cccs3)CC2)n1 | 2 | -0.6 | 5 | 4 | 1 | -5 | -6 | 6 | -7
O=C(c1ccccc1NS(=O)(=O)c1cccs1)N1CCOCC1 | 0 | -0.8 | 3 | 1 | -1 | 9 | 3 | -2 | 7
O=C1CCC(C(=O)Nc2ccc(Cl)cc2)N1 (configuration not stated) | 3 | 0.2 | 9 | 1 | -7 | 5 | 3 | 3 | 13
CC1=C(C)C(=O)N(c2ccc(C(=O)O)cc2)C1=O | 0 | 1.4 | -10 | 0 | 4 | -1 | -2 | -1 | 3
COc1ccc(NC(=O)CN(C)C(=O)c2cc(S(=O)(=O)N3CCCCCC3)ccc2OC)cc1 | -6 | 0.8 | -13 | 2 | -1 | 12 | -5 | 2 | 20
CCOC(=O)C1CCN(C(=O)c2cccc(S(=O)(=O)N3CCc4ccccc43)c2)CC1 | 0 | -0.1 | 4 | 1 | -1 | 1 | -2 | 4 | 3
Fc1ccccc1N1CCN(Cc2nc(-c3ccccc3)no2)CC1 | -2 | 2.7 | 0 | -1 | -14 | 14 | 2 | 3 | 5

More entries follow.
molecule | M5 ag | CRFR2-BP ag | CRFBP-R2 block | M4 ag | CHRM4 antagonist | CHRM4 PAM | CHRM5 PAM | M5 antag | CHRM1 PAM
CC(C)(C)c1ccc(OCC(=O)N(Cc2cccs2)C2CCS(=O)(=O)C2)cc1 (configuration not stated) | 6 | 6.0 | -9 | 19 | 13 | -11 | -15 | 15 | -15
CC[C@H](CO)Nc1nc(Nc2cccc(Cl)c2)c2ncn(C(C)C)c2n1 | -11 | -2.7 | -20 | 4 | -4 | 6 | -17 | 16 | 10
Cc1cccc(NC(=O)c2cnccn2)c1 | -2 | -1.4 | 8 | 0 | 4 | -1 | -2 | 10 | 12
COc1ccc2c(c1)C(=O)/C(=C/C=C/c1ccccc1)CC2 | 0 | 3.0 | -11 | 1 | -1 | 2 | -8 | 4 | 7
Cc1cc(C)c2cc(C#N)c(SCC(=O)NCC3CCCO3)nc2c1 (configuration not stated) | -5 | 1.5 | 24 | 0 | 8 | -5 | 0 | 2 | 3
Cc1nn(C)c(C)c1CNC(=O)c1cnn2c1NC(c1ccccc1)CC2C(F)(F)F (configuration not stated) | 0 | 0.0 | 1 | 1 | 3 | -3 | 1 | -4 | 5
CCN1CCN(C(=O)CN(c2ccc(C)cc2)S(C)(=O)=O)CC1 | -9 | -2.4 | -3 | 1 | -3 | 9 | 7 | -3 | 11
Cc1nnc(SCC(=O)Nc2nc3ccccc3s2)n(N)c1=O | 0 | -1.9 | 8 | 1 | 1 | 1 | -6 | 3 | -1
N#Cc1cccc(NC(=O)c2cc(C3CCCCN3C(=O)C3CC3)on2)c1 (configuration not stated) | 2 | . | . | 1 | -15 | 8 | -1 | 6 | 11
O=C1C2C3C=CC(C3)C2C(=O)N1/N=C/c1ccc(-c2ccccc2[N+](=O)[O-])o1 (configuration not stated) | -1 | -1.1 | 5 | 1 | 9 | -9 | 6 | -7 | 3

Another view of 2 compounds above:
Values run as follows: M5 ag, CRFR2-BP ag, CRFBP-R2 block, M4 ag, CHRM4 antagonist, CHRM4 PAM, CHRM5 PAM, M5 antag, CHRM1 PAM
COc1ccc(OC)c(/C=N/NC(=O)c2c(C)nc3ccc(C)cn23)c1
 : -6, -2.7, -19, 1, 1, 7, -2, 4, 11
Cc1csc(NC(=O)C2CCN(S(=O)(=O)c3cccs3)CC2)n1
 : 2, -0.6, 5, 4, 1, -5, -6, 6, -7
